L3MBTL1 inh: L3MBTL1 (human) inhibition; hit rate 0.66% among 230,000; AlphaScreen L3MBTL1–H3K9me1 peptide binding; Q9Y468; Potency, µM (highest dose often 57.1 µM), inactives show at the top dose activity, negative = inhibition, actives largely listed as inhibitors; also: nearly all actives have a fitted effect of over 60% in size
Target sequence (Q9Y468 whole entry, looked up): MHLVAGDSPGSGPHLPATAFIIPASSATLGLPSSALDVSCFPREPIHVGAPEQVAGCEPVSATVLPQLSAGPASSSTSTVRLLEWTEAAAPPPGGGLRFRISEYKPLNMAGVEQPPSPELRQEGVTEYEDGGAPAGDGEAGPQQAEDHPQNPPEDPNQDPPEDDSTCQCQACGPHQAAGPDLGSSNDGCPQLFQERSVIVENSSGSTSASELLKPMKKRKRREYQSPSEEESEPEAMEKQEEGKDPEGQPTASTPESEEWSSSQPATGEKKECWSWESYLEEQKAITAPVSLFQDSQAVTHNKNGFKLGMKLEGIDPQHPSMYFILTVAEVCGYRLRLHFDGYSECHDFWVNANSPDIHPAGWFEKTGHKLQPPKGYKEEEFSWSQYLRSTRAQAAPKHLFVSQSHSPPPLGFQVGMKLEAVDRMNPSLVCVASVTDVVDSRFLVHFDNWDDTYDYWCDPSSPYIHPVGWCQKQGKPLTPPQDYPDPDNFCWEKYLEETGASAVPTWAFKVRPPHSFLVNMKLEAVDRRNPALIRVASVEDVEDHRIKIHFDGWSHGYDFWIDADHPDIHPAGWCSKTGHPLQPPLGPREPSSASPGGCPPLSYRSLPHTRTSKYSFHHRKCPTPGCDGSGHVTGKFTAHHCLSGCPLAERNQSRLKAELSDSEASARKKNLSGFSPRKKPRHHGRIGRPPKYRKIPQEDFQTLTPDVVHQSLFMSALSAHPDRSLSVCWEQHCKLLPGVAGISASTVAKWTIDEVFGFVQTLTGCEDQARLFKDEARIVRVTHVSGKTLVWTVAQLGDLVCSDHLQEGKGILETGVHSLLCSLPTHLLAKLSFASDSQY
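First, the protein-peptide complex forms for 30 min at room temperature (L3MBTL1 50 nM, biotinylated H3K9me1 peptide 75 nM). Next, compounds are pin-transferred and incubated 30 min. Finally, AlphaScreen beads are added and read after 30 min.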
GAA glycogen mod: inhibitors or activators of human alpha-glucosidase glycogen cleavage | P10253 | recombinant GAA, glycogen substrate, Amplex Red glucose oxidase fluorescence | Potency, µM (top dose mostly 76.4 µM), inactives show at the highest dose activity change, negative = inhibition, usual class: inhibitors | hit rate 0.38% among 300,000;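 also: 0% = full enzyme reaction and -100% = no-enzyme basal signal; the screen sought inhibitors and activators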
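Natural-substrate format: glycogen cleavage by 4 nM human enzyme, glucose read by Amplex Red coupling (Ex 573, Em 610 nm). Normalized to enzyme and no-enzyme controls.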
Starred values were filed as active, the others as inactive; ? = inconclusive; & = joins results of further samples; [ ] = remark or other dose. Calls follow the shape of the dose curve; as a rule, active = well fitted curve in the direction sought with a large enough effect; inconclusive = small, poorly fitted or top-dose-only effect, or another doubt; inactive = no such curve, though single readings can be large; an effect the other way counts as inactive or inconclusive. Unless noted, % is scaled to controls: 0 for no effect and ±100 for the full control effect; potency is read from the fitted curve at half-maximal effect.

SMILES | L3MBTL1 inh | GAA glycogen mod
Cc1ccc(S(=O)(=O)NC(Cc2ccccc2)C(=O)NN)cc1 (stereo unspecified) | -5% | -17%[76.3 µM]
CCc1ccc(NC(=O)CSc2nc3ccccc3nc2N2CCCC2)cc1 | 50%[activator] | 15%[76.3 µM]
COc1ccccc1CC(=O)Nc1ccc2c(C)cc(=O)oc2c1 | 4% | -2%[76.3 µM]
COc1ccc(C2=NN(C(C)=O)C(c3cccs3)C2)cc1OC (stereo unspecified) | 3% | -13%[76.3 µM]
CN(Cc1cccc([N+](=O)[O-])c1)Cc1cccc2ccccc12 | -2% | 4%[76.3 µM]
CC(C)[C@H](NC(=O)N1CC(=O)Nc2ccccc21)C(=O)N[C@@H](Cc1c[nH]c2ccccc12)C(=O)O | 3% | 4%[76.3 µM]
Cn1c(=O)c(C(=O)NCc2ccc(Cl)cc2)c(O)c2ccccc21 | 5%[2.29 µM] | 1%[76.3 µM]
CCOc1ccccc1N=Nc1c(C)[nH]n(-c2ccccc2)c1=O | 3% | 3%[76.3 µM]
O=[N+]([O-])c1ccc(NC(=S)NCc2ccc(F)cc2)cc1 | -12% | -15%[76.3 µM]
CC(c1ccccc1)c1nnc(NC(=O)Nc2ccccc2)s1 (stereo unspecified) | 6% | -9%[76.3 µM]
CCN1C(=NCCOC)N[C@@H](CCc2ccccc2)[C@H](C(=O)OC)[C@H]1C | 11% | 19%&19%[76.3 µM]
CCCN1CCC(NC(=O)C2CCN(C(C)=O)CC2)CC1 | 4% | 7%[76.3 µM]
O=C(CC1CCCCC1)NCc1ccccc1Cl | 2% | 1%[76.3 µM]
COC(=O)c1ccc(C(=O)OC)c(NC(=O)c2cccnc2)c1 | 6% | -3%[76.3 µM]
Cc1cc(C)cc(NC(=S)N2CCN(c3ccccn3)CC2)c1 | -6% | -8%[76.3 µM]
COc1cc2c(cc1OC)C(C(=O)Nc1cc(C)c(OC)c(C)c1)CC(=O)N2 (stereo unspecified) | 1% | -1%[76.3 µM]
CN(C(=O)c1cc(S(=O)(=O)N2CCCCC2)c[nH]1)C1CCCCC1 | 5% | 12%[76.3 µM]
CN(C)c1ccc(NC(=O)CN2C(=O)c3ccccc3C2=O)cc1 | -2% | 23%[76.3 µM]
Cn1c2ccccc2c(=O)c2ccc(C#Cc3ccccn3)cc21 | 9% | 9%[76.3 µM]
CCOc1ccc(S(=O)(=O)N2CCC(C(=O)NCCc3ccccc3)CC2)cc1 | 7% | -1%[76.3 µM]
COc1ccc(N/C=C/C(=O)c2ccccc2)cc1 | -2%[2.29 µM] | ?
Nc1ccc(-c2nnc(-c3ccccc3)o2)cc1 | 1% | -7%[76.3 µM]
Cc1ccc(N(CC(=O)NC(C)C)C(=O)CCC(=O)Nc2nccs2)cc1 | 2% | 4%[76.3 µM]
C=CCOc1ccccc1CN1CCCN(C)CC1 | -2% | 5%[76.3 µM]
O=C(CSc1ncnc2nc[nH]c12)c1ccc(Cl)cc1 | 0% | -5%[76.3 µM]
CCC(C)CCN1C(Nc2ccccc2)=NC[C@@H]1Cc1ccccc1 (stereo partly specified) | 4% | -4%[76.3 µM]
Cc1cccc(CC(C)NC(=O)c2oc3c(F)cccc3c2C)n1 (stereo unspecified) | 2% | -9%[76.3 µM]
CCOc1ccc(N/C=C/C(=O)c2cc(OC)c(OC)c(OC)c2)cc1 | 0%[2.29 µM] | -23%[76.3 µM]
N#CCn1c(Cc2ccccc2)nc2ccccc2c1=O | 1% | 24%[76.3 µM]
COc1ccccc1NC(=O)NC(=O)c1ccccc1 | -1% | 6%[76.3 µM]
COc1ccc(CCNC(=O)C2CCN(C(=O)c3ccc(C(C)(C)C)cc3)CC2)cc1OC | 4% | -15%[15.3 µM]
CCOc1ccc(CCNC(=O)CCc2nnc3ccc(N4CCCC4)nn23)cc1OCC | 13% | -5%[76.3 µM]
Cc1ccc(NS(=O)(=O)c2c(C)nc3sccn3c2=O)cc1C | -1% | 15%[76.3 µM]
Cc1n(Cc2ccccc2)c2cc([N+](=O)[O-])ccc2[n+]1Cc1ccccc1 | 6% | 7%[76.3 µM]
CC(Cc1nnc(N)s1)c1ccccc1 (stereo unspecified) | -1% | -3%[76.3 µM]
CC(C)N1C(=O)C2(OCCCO2)c2cc(Br)ccc21 | 48%[activator] | -11%[76.3 µM]
COC(=O)C1(Cc2cc(-c3ccc(Cl)cc3)no2)CCN(C(=O)OC(C)(C)C)CC1 | 4% | 1%[76.3 µM]
CCCCS(=O)(=O)N1CCCC(C(=O)Oc2ccc(Cl)cc2)C1 (stereo unspecified) | 8% | -3%[76.3 µM]
CCc1ccc(C2=NN(C(=O)CCC(=O)O)C(c3cccs3)C2)cc1 (stereo unspecified) | 0% | 0%[76.3 µM]
CC(=O)c1ccc(S(=O)(=O)N2CCc3ccccc3C2)cc1 | 4% | 0%[76.3 µM]
CCOC(=O)[C@H]1[C@H]2COc3cc(OC)ccc3[C@@H]2N2C(=O)N(c3ccc(Cl)cc3)C(=O)[C@@]12C | -7% | 4%[76.3 µM]
COc1ccc(CCNc2ncnc3c2nnn3Cc2ccccc2)cc1OC | -5% | 1%[76.3 µM]
CCOC(=O)c1sc(NC(=O)CN2CCN(c3ccc(OC)cc3)CC2)nc1C | -13% | -19%[76.3 µM]
Cc1ccccc1N1C(=O)C2C3C=CC(CC3)C2C1=O (stereo unspecified) | -5% | -6%[76.3 µM]
CCCSC1C(C)=C(C)C(=O)N1Cc1ccccc1 (stereo unspecified) | -2% | -15%[76.3 µM]
O=[N+]([O-])c1ccccc1/C=C/CN1CCCC(CO)C1 (stereo unspecified) | -4% | 13%[76.3 µM]
CCN1C(=NCC(C)C)N[C@@H](c2cccc(F)c2)C(C(=O)OC)=C1C | 4% | 18%&-5%[76.3 µM]
COc1ccc(N2C(=O)CC(Cc3ccc(Br)cc3)C2=O)cc1 (stereo unspecified) | 20% | 8%[76.3 µM]
COc1cccc(OC)c1C(=O)Nc1ccc(N2CCCC2)cc1 | -26% | ?
CCC(Cc1ccccc1)NC(=O)C1CCN(S(=O)(=O)c2ccc3c(c2)CC(C)N3C(C)=O)CC1 (stereo unspecified) | 13% | -9%[76.3 µM]
COc1ccc(NC(=O)CS(=O)(=O)c2ccc(C)cc2)c(OC)c1 | 3% | 0%[76.3 µM]
CCC(C)c1ccc(NC(=O)N2CCOCC2)cc1 (stereo unspecified) | 1% | 16%[76.3 µM]
CN(C)CCCNc1ccc(-c2n[nH]c(=O)c3ccccc23)cc1[N+](=O)[O-] | -11% | 2%[76.3 µM]
Cn1c(CSCc2ccc(F)cc2)n[nH]c1=S | 7% | 6%[76.3 µM]
CC(C)(C)NC(=O)CSc1nnc(NC(=O)CCc2ccccc2)s1 | 0% | -1%[76.3 µM]
COc1ccc(CNC(=O)N2CCN(c3ccc(F)cc3)CC2)cc1 | -2% | -3%[76.3 µM]
COc1ccc(Oc2nc3c(c(=O)n(C)c(=O)n3C)n2C)cc1 | -6% | 1%[76.3 µM]
Nc1ccccc1N=Nc1ccccc1N | 8.9µM* | ?
COc1cccc(C(=O)Nc2cc(NC(=O)c3cccs3)ccc2C)c1OC | 0% | 1%[76.3 µM]
COc1ccccc1C(=O)Nc1c[nH]c(=O)[nH]c1=O | 1% | 7%[76.3 µM]

Next part:
SMILES | L3MBTL1 inh | GAA glycogen mod
O=C(N/N=C/c1c(O)ccc2ccccc12)c1ccc(CO)nc1 | 3.5µM* | -1%[76.3 µM]
O=C(Nc1cccnc1)c1ccccc1Cl | 5% | -6%[76.3 µM]
O=C(Cc1ccc(Br)cc1)Nc1ccc(S(=O)(=O)Nc2ncccn2)cc1 | 4% | -1%[76.3 µM]
COC(=O)C1CCCN1C(=O)C12CC3CC(CC(C3)C1)C2 (stereo unspecified) | -2% | 4%[76.3 µM]
O=C(Nc1ccccc1)O[C@@H]1C[C@H]2CCC(=O)N3CC[C@@H](C1)[C@@H]23 | 0% | 20%[76.3 µM]
COc1ccc(CNC(=O)c2c(O)c3ccccc3n(C)c2=O)cc1 | 3% | -23%[76.3 µM]
O=c1c2ccccc2ncn1CCCCOc1ccccc1F | -6% | 0%[76.3 µM]
Fc1ccccc1OCCCCN1CCCCC1 | -1% | -10%[76.3 µM]
COC(=O)[C@@H](NCc1cccc(CN[C@H](C(=O)OC)C(C)C)c1)C(C)C | 4% | 15%[76.3 µM]
CCc1ccc(N=C2NC(=O)/C(=C/c3ccc(OCC(=O)O)cc3)S2)cc1 | -9% | 4%[76.3 µM]
O=C(CCC1CCCNC1)c1ccccc1 (stereo unspecified) | -2% | 3%[76.3 µM]
Cc1ccnc(OC(C(=O)O)C(OCc2ccccc2)(c2ccccc2)c2ccc(C(F)(F)F)cc2)n1 (stereo unspecified) | -9% | 2%[76.3 µM]
O=C(NCc1ccco1)c1ccccc1O | 0% | 23%[76.3 µM]
Cc1ccc(NC(=O)c2cnccn2)cc1C | -2%[2.29 µM] | 8%[76.3 µM]
COc1ccc(N(CC(=O)N2CCOCC2)S(C)(=O)=O)cc1Cl | 4% | 4%[76.3 µM]
O=C(NC1=NCCS1)c1ccccc1Cl | 0% | -2%[76.3 µM]
CC(=O)Nc1ccc2sc(NC(=O)CN3CCOCC3)nc2c1 | 5% | 13%[76.3 µM]
C=CCn1cnc2scc(-c3ccc(OC)cc3)c2c1=O | 1% | -11%[76.3 µM]
O=C(NNC(=O)c1ccc(Br)cc1)c1ccncc1 | -1%[2.29 µM] | -2%[76.3 µM]
COc1cc(N)ccc1-c1cc2ccccc2oc1=O | -1% | -5%[76.3 µM]
CCCNC(=O)c1ccc(N2CCC3(CC2)CC(c2ccc(Cl)cc2)=NO3)c([N+](=O)[O-])c1 | 3% | -10%[76.3 µM]
CC(CN1CCCCC1)OC(=O)c1cccc(F)c1 (stereo unspecified) | 6% | 18%[76.3 µM]
Cc1ccc(N2C(=O)CC(Sc3nccc(C)n3)C2=O)cc1 (stereo unspecified) | -13% | -8%[76.3 µM]
O=C(O)c1cc(NC(=O)C2CCCO2)cc(C(=O)O)c1 (stereo unspecified) | 3% | 10%[76.3 µM]
CCc1n[nH]c(=S)n1/N=C/C(C)=C\c1ccccc1 | -1%[2.29 µM] | -29%[76.3 µM]
COc1ccc(-n2nnnc2SCC(=O)Nc2ccccc2F)cc1 | 6%[2.29 µM] | 10%[76.3 µM]
O=C1CCC(O)CCN1CCSc1ccccc1 (stereo unspecified) | 7% | -3%[76.3 µM]
CCN1C(=NCc2ccc(OC)cc2)N[C@@H](c2ccccc2)C(C(=O)OC)=C1C | -3% | 19%&-13%[76.3 µM]
CCCCN1CC(=O)N2[C@H](c3ccc(OC)cc3)[C@@H]3C(=O)N(CC)C(=O)[C@@H]3[C@]2(Cc2ccccc2)C1=O | 2% | -4%[76.3 µM]
COc1ccc(NC(=O)C2CCCO2)c(OC)c1 (stereo unspecified) | 1% | -1%[76.3 µM]
O=C(NCCc1ccc(Cl)cc1)C1CCCN1C(=O)Nc1ccc(F)cc1 (stereo unspecified) | 6% | 0%[76.3 µM]
COc1ccc(NC(=O)N2CCOCC2)cc1 | 3% | 17%[76.3 µM]
O=C(NC1CCC(=O)N(CCSc2ccccc2)CC1)OCc1ccccc1 (stereo unspecified) | 0% | 16%[76.3 µM]
COC(=O)C(NC(=O)CCC(=O)N[C@@H](C(=O)OC)c1ccccc1)c1ccccc1 (stereo partly specified) | -2% | -9%[76.3 µM]
COc1ccc2ccccc2c1CNC(C)CCc1ccccc1 (stereo unspecified) | 2% | -8%[76.3 µM]

Quoted from the entries so far, 15 compounds:
SMILES | L3MBTL1 inh | GAA glycogen mod
C=CCn1cnc2scc(-c3ccc(OC)cc3)c2c1=O | 1% | -11%[76.3 µM]
O=C(NNC(=O)c1ccc(Br)cc1)c1ccncc1 | -1%[2.29 µM] | -2%[76.3 µM]
COc1cc(N)ccc1-c1cc2ccccc2oc1=O | -1% | -5%[76.3 µM]
CCCNC(=O)c1ccc(N2CCC3(CC2)CC(c2ccc(Cl)cc2)=NO3)c([N+](=O)[O-])c1 | 3% | -10%[76.3 µM]
CC(CN1CCCCC1)OC(=O)c1cccc(F)c1 (stereo unspecified) | 6% | 18%[76.3 µM]
Cc1ccc(N2C(=O)CC(Sc3nccc(C)n3)C2=O)cc1 (stereo unspecified) | -13% | -8%[76.3 µM]
O=C(O)c1cc(NC(=O)C2CCCO2)cc(C(=O)O)c1 (stereo unspecified) | 3% | 10%[76.3 µM]
CCc1n[nH]c(=S)n1/N=C/C(C)=C\c1ccccc1 | -1%[2.29 µM] | -29%[76.3 µM]
COc1ccc(-n2nnnc2SCC(=O)Nc2ccccc2F)cc1 | 6%[2.29 µM] | 10%[76.3 µM]
O=C1CCC(O)CCN1CCSc1ccccc1 (stereo unspecified) | 7% | -3%[76.3 µM]
CCN1C(=NCc2ccc(OC)cc2)N[C@@H](c2ccccc2)C(C(=O)OC)=C1C | -3% | 19%&-13%[76.3 µM]
CCCCN1CC(=O)N2[C@H](c3ccc(OC)cc3)[C@@H]3C(=O)N(CC)C(=O)[C@@H]3[C@]2(Cc2ccccc2)C1=O | 2% | -4%[76.3 µM]
COc1ccc(NC(=O)C2CCCO2)c(OC)c1 (stereo unspecified) | 1% | -1%[76.3 µM]
O=C(NCCc1ccc(Cl)cc1)C1CCCN1C(=O)Nc1ccc(F)cc1 (stereo unspecified) | 6% | 0%[76.3 µM]
COc1ccc(NC(=O)N2CCOCC2)cc1 | 3% | 17%[76.3 µM]

Only part of the results is shown, so the mix of outcomes need not match the whole.
